From PubChem BioAssay
FECH block: blocks human mitochondrial ferrochelatase activity; purified FECH, Ni-mesoporphyrin absorbance 550 nm; calls only at 10 µM (by protocol); hit rate 3.3% among 20,000;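 active means enzyme reaction rate more than 3 SD below the solvent-only control wells on the same plate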;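 further: lower slope than DMSO wells means FECH inhibition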
Target sequence (P22830 whole entry, looked up): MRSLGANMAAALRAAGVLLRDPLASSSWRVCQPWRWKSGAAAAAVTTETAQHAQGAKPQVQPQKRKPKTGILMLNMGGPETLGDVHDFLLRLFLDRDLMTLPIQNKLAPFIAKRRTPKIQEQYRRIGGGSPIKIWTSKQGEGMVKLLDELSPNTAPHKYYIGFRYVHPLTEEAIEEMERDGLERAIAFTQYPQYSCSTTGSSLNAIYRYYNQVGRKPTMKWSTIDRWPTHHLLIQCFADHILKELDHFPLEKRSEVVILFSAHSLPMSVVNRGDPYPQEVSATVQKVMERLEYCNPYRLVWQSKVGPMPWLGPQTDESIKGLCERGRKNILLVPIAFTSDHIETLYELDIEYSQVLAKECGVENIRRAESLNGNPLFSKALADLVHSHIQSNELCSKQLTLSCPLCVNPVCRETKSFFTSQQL
Calls only; i = inactive; + = active, no number.

smiles	FECH block
CC(Cn1ccnc1)NCC1(c2cccc(F)c2)CCOCC1 (stereo unspecified)	i
CCOc1ccccc1NS(=O)(=O)c1ccc2c(c1)CCN2C(=O)CCC(=O)N1CCOCC1	i
CC(c1ccc(-c2nccn2Cc2ccco2)cc1)N(C)C (stereo unspecified)	i
COc1ccccc1CNC(=O)CN1C(=O)CC(c2ccc(Br)s2)=Nc2ccccc21	i
CCCc1cnc(C)nc1NCC1CCN(C(=O)C2CC2)CC1	i
Cc1ccc(-c2cc(N3CCN(S(=O)(=O)c4ccc(CC(C)C)cc4)CC3)ncn2)cc1	i
CCCc1nc2nc[nH]n2c(=O)c1NC(=O)Nc1cccc(OC)c1	i
CCN(Cc1noc(C2CCC2)n1)C(=O)CSc1nnc(C)s1	i
Cc1cnc2c(C(=O)N(C)Cc3nc4ccc(F)cc4[nH]3)cnn2c1	i
Cc1cc(C)nc(N(C)CC2CC(=O)N(C3CCCC3)C2)n1 (stereo unspecified)	i
CN(Cc1nc2ccsc2c(=O)[nH]1)C(=O)C(c1ccc(F)cc1)N(C)C (stereo unspecified)	i
Cn1c(=O)c(C(=O)NCCc2ccccc2)nc2ccccc21	i
Cc1cccc(-c2noc(CN(C)C(=O)CN3CCCN(C)CC3)n2)c1	i
COc1ccc(S(=O)(=O)N2CCN(c3nc(C)cc(N4CCCCC4)n3)CC2)cc1C	i
CCNC(=O)c1cccn1-c1nnc(N2CCCCC2)s1	i
Cc1ccc(NC(=O)c2ccc(CN3C(=O)CCn4nc(C)cc43)cc2)cc1	i
CC(CN1CCOCC1)NCc1csc(-c2cnccn2)n1 (stereo unspecified)	i
COc1ccc(N2CCCS2(=O)=O)cc1NC(=O)c1ccccc1OC	i
COc1cccc2c1OCCCN(C(=O)c1nc3ncccn3n1)C2	i
COc1cccc(-c2cc(=O)[nH]c(SCc3nc(-c4ccc(OC(C)C)cc4)oc3C)n2)c1	i

Next section
smiles	FECH block
Cc1ccc(CN2CCN(Cc3c(CO)cnc(C)c3O)CC2=O)cc1	i
Cc1ccc(NC(=O)Nc2c(C)nc3nc[nH]n3c2=O)c(C)c1	i
CN1CC(=O)N(CC(=O)Nc2ccc(-c3ccno3)cc2)c2ccccc2C1=O	+
O=C(c1ccncc1)N1CC[C@@H](c2ccc3ccccc3c2)[C@H](O)C1	i
Cc1ccc(CNC(=O)C2(C)Cn3nc(C(=O)NCCc4ccco4)cc3C(=O)N2C)cc1 (stereo unspecified)	i
COC(=O)c1c(NC(=O)C2CCCCC2)sc2c1CCN(Cc1ccccc1)C2	i
CN(CCCNC(=O)C1CCN(c2ccc(-c3cccs3)nn2)CC1)Cc1ccccc1	i
CCc1cc(Sc2ccc(NC(=O)Nc3ccc(C)cc3)cc2)n2nc(C)nc2n1	i
Cc1nn(CCNC(=O)C(=O)c2cccnc2)c(C)c1Cl	i
Cc1cc(C)n(CCCC(=O)N2CCNCC2C(=O)NC2CC2)n1 (stereo unspecified)	i
COc1cc(-c2nccn2CCN2CCN(C)CC2)cc2c1OCO2	i
Cc1noc(C)c1C1CCCN1C(=O)Cc1ccc2c(c1)NC(=O)CO2 (stereo unspecified)	i
CC(Cn1cccn1)c1nc(CCc2ccccc2)nn1-c1ccccn1 (stereo unspecified)	i
Cc1ccc(OCc2cc(=O)n3oc(C)cc3n2)c(NC(=O)COc2ccccc2F)c1	i
CCOc1c(N2CCN(c3ccccc3)CC2)c(=O)c1=O	i
COCCN(Cc1cccs1)Cc1cccc2cnccc12	i
Cc1ccsc1CN(CC(C)C)C(=O)c1ccc2nccn2c1	i
Cc1ccc(NC(=O)CN2CCN(Cc3ccc(F)cc3Cl)S2(=O)=O)c(Cl)c1	i
Cn1cccc1-c1cc(C(=O)N2CCc3nc[nH]c3C2)[nH]n1	i
Cc1ccc(-c2ccc(N3CCC(C(=O)Nc4ccc5c(c4)OCO5)CC3)nn2)cc1	i

Shown as labelled records: four of the compounds above
mol: Cc1ccc(NC(=O)Nc2c(C)nc3nc[nH]n3c2=O)c(C)c1
  FECH block = i
mol: CN1CC(=O)N(CC(=O)Nc2ccc(-c3ccno3)cc2)c2ccccc2C1=O
  FECH block = +
mol: O=C(c1ccncc1)N1CC[C@@H](c2ccc3ccccc3c2)[C@H](O)C1
  FECH block = i
mol: Cc1ccc(CNC(=O)C2(C)Cn3nc(C(=O)NCCc4ccco4)cc3C(=O)N2C)cc1 (stereo unspecified)
  FECH block = i

(continued)
smiles	FECH block
CCC(C)N(Cc1cccnc1)C(=O)c1ccc2nccn2c1 (stereo unspecified)	i
Cc1ccccc1Nc1nc(N2CCN(c3ccccc3)CC2)nc2c1cnn2-c1ccccc1	i
COc1cccc(-c2cc(N3CCN(C(=O)NC(C)C)CC3)ncn2)c1	i
CC(C)SCC(=O)N(C)CC1CCCCO1 (stereo unspecified)	i
Cc1ccnc(NC2CC(=O)N(CCc3cccc(Cl)c3)C2)n1 (stereo unspecified)	i
CSc1nc(NCCN(C)C)c(C#N)c(-c2ccc(C)cc2)n1	i
O=C(c1ccc(NCCc2ncc[nH]2)nc1)N1CCC(Cn2cccn2)CC1	i
Cc1cccc(CNC(=O)N2CCC3(CCCN(C)C3=O)C2)c1 (stereo unspecified)	i
CSCC[C@H](NC(C)=O)C(=O)Nc1cnc2n1CCCC2	i
O=C(c1cn[nH]c1-c1ccccc1F)N1CCC2(CCCO2)CC1	i
Cc1ccnc(NCCn2cc(C3CC=CCC3)nn2)c1 (stereo unspecified)	i
c1ccc(C2CCN(CCn3ccnc3C3CC3)C2)cc1 (stereo unspecified)	i
Cc1cccc(-c2cc(Nc3ccc(Oc4ccccc4)cc3)nc(C)n2)c1	i
O=c1cc(CN2CCCCC2)nc2nc(NCc3ccc(F)cc3)[nH]n12	i
O=c1ccc(-c2ccc(Cl)c(S(=O)(=O)NCc3ccco3)c2)n[nH]1	i
CC(Cn1ccnc1)NCc1cccc(-n2cccn2)c1 (stereo unspecified)	i
COc1c(F)ccc(C(=O)N(C)Cc2ncc[nH]2)c1F	i
O=C(Cc1ccc(F)cc1)NC1CC(=O)N(c2ccccc2)C1 (stereo unspecified)	i
Cc1ccc(-c2cc(N3CCN(S(=O)(=O)c4ccc(C(C)C)cc4)CC3)ncn2)cc1	i
Clc1cc2c(cc1-c1nccn1CCCn1ccnc1)OCO2	i

Remaining list, next part.
smiles	FECH block
Cc1cc(C)c(S(=O)(=O)N2CCN(c3nc(C)cc(N(C)C)n3)CC2)c(C)c1	i
Cc1ccccc1-c1cc(N2CCN(C(=O)NCC3CCCO3)CC2)ncn1 (stereo unspecified)	i
Cc1cc(COc2ccccc2)oc1C(=O)N1CC(n2cccn2)C1	i
Cc1ccc(-c2cc(Nc3ccc(C(N)=O)cc3)nc(C)n2)cc1	i
O=C(Nc1nc2n(n1)C(c1ccc(F)cc1)C=C(c1ccc(Cl)cc1)N2)c1cccnc1 (stereo unspecified)	i
Cc1ccc(-c2ccnc(-c3cccc(CN)c3)n2)c(C)n1	i
OCCCNc1nc(Nc2cccc(F)c2)c2cnn(-c3ccccc3)c2n1	i
Cc1cccc(NC(=O)CN2CCCN(Cc3ccc(Cl)cc3)S2(=O)=O)c1	i
Cc1cc(N2CCCCCC2)n2nc(-c3cccnc3)nc2n1	i
Cc1ccc(OCCN(C)C(=O)CC2C(=O)NCCN2C2CCCC2)cc1 (stereo unspecified)	i
Cc1ncsc1CCC(=O)NCc1noc(-c2cccs2)n1	i
COc1ccc(NC(=O)c2cc(-c3ccc(OC)c(S(N)(=O)=O)c3)n[nH]2)c(OC)c1	i
CCc1cccc(NC(=O)c2cc(-c3ccc(OC)c(S(N)(=O)=O)c3)n[nH]2)c1	i
CCCN1CCCN(c2ccnc(C(=O)NCc3ccncc3)c2)CC1	i
CCC(=O)Nc1cccc(C(=O)N2CCC(O)(c3ccccc3C)C2)c1 (stereo unspecified)	i
CCc1cnc(C)nc1N1CCN(Cc2ccn(C(C)C)c2)CC1	i
Cc1cc(C)n(CCCn2ccnc2-c2ccc(N(C)C)nc2)n1	i
Cc1nc(C2CCCNC2)cc(N(C)Cc2noc3c2CCCC3)n1 (stereo unspecified)	i
Cc1ccc(N2CCCS2(=O)=O)cc1NC(=O)c1c(F)cccc1Cl	i
CCn1c(CNS(=O)(=O)c2ccc(C3CCCCC3)cc2)nc2cccnc21	i

FECH block, what is marked active above.
smiles	FECH block
CN1CC(=O)N(CC(=O)Nc2ccc(-c3ccno3)cc2)c2ccccc2C1=O	+

Continued:
smiles	FECH block
Cc1ccc(-c2nc3cccnc3n2CCNS(=O)(=O)c2ccc(NC(=O)CC(C)C)cc2)cc1	i
Cn1cc(NC(=O)CN2CCC=C(CNC(=O)N3CCCC3)C2)cn1	i
O=C(CSC12CC3CC(CC(C3)C1)C2)N1CC[C@H]2CC[C@@H](C1)N2	i
O=C1N(Cc2ccc(F)c(F)c2)CCCC1(O)CNCCc1cnccn1 (stereo unspecified)	i
CCC(C(=O)NCc1ncc[nH]1)n1cc(C(C)=O)c2ccccc21 (stereo unspecified)	i
COc1ccc(-c2ncc[nH]2)c(OC)c1C	i
Cc1ccc2c(c1)c(CNC(=O)[C@H](N)CC(C)C)nn2C	i
C=Cc1ccc(CN(c2nc3nc(C)cc(C)n3n2)S(=O)(=O)c2ccc(Cl)cc2)cc1	i
CCc1ccc(NC(=O)Nc2c(C)nc3nc(C4CC4)[nH]n3c2=O)cc1	i
O=C(NC1CC(=O)N(C2CCCCCC2)C1)c1ccc2n[nH]nc2c1 (stereo unspecified)	i
Cc1ccc(C(=O)NCCC2=CCCN(C3C=CCCC3)C2)cc1F (stereo unspecified)	i
CN(Cc1cn[nH]c1-c1ccc(F)cc1)C(=O)c1cnc2ccccc2n1	i
Cc1cc(=O)n2[nH]c(NCc3ccc(C(=O)Nc4ccc(Br)cc4)cc3)nc2n1	i
Cc1cccc(C)c1OCc1cc(C(=O)N(C)Cc2n[nH]c3c2CCCC3)no1	i
C=CCn1cc(CNC(C)C2=CCCCC2)c(C)n1 (stereo unspecified)	i
Cc1cccc(S(=O)(=O)Nc2cnc(N(CC(C)C)CC(C)C)c(C(=O)O)c2)c1	i
COc1ccc(C(=O)Nc2cc(C)nn2-c2ncnc3c2cnn3-c2ccccc2)cc1OC	i
O=S(=O)(NCc1nc(CCc2ccccc2)n[nH]1)c1cccs1	i
CCCCc1nc(Cl)c(CN2CCC(C3(C)NC(=O)NC3=O)CC2)[nH]1 (stereo unspecified)	i
C=CCN(C(=O)C1CCCN(c2ncnc3c2nc2n3CCCCC2)C1)c1ccccc1 (stereo unspecified)	i

The results go on.
smiles	FECH block
Cc1ccc(-c2noc(C3CCN(C(=O)CN4C(=O)COc5ccccc54)CC3)n2)cc1	i
Cn1nnnc1SCCNC(=O)c1cnn2ccn(C)c12	i
CN(C)Cc1cc(-c2nccn2CCn2cccn2)ccc1O	i
Cc1ccsc1CNc1cccc(C(=O)N(C)C(C)c2ccon2)c1 (stereo unspecified)	i
O=C(NCc1cccnc1Oc1ccccc1)c1ccc(-n2cnnc2)nc1	i
COC(=O)c1cc(S(=O)(=O)N2CCCC2C(=O)NCc2ccco2)cn1C (stereo unspecified)	i
CCn1c(C2CCN(Cc3c(C)nn(C)c3N3CCOCC3)CC2)n[nH]c1=O	i
CCc1c(C)nc2ncnn2c1Sc1ccccc1NC(=O)c1ccc(OC)c(OC)c1	i
Cn1ncc(N2CCN(c3ncnc4c3CCNC4)CC2)cc1=O	i
O=C(c1ccc(CC2CCCNC2)cc1)N1CCN(C2CCCC2)C(=O)C1 (stereo unspecified)	i
COc1ccc(CN(C)C(=O)CCN2CCCCO2)c2cccnc12	i
COc1ccc(-c2cc(C(=O)Nc3ccc(S(N)(=O)=O)cc3)no2)cc1	+
CCc1cc(Sc2ccc(NC(=O)Nc3cccc(C(F)(F)F)c3)cc2)n2nc(C)nc2n1	i
CC(C)CCNC(=O)C1c2c(n(C)c3ccccc23)SCC(=O)N1c1ccc(F)cc1 (stereo unspecified)	i
CCc1ccc(NCc2cc(=O)n3[nH]c(NCc4ccc(F)cc4)nc3n2)cc1	i
Cc1cccc(CNC(=O)c2ccccc2NC(=O)CC2C(=O)N(C)C(=O)N2C)c1 (stereo unspecified)	i
CC(=O)Nc1ccc(S(=O)(=O)N2CCC(n3c(Cc4ccccc4)nc4cccnc43)CC2)cc1	i
CCCC1(C2CCNCC2)NC(=O)N(CCCCF)C1=O (stereo unspecified)	i
COc1ccccc1OCC(=O)Nc1cc(C)nn1-c1ncnc2c1cnn2-c1ccc(F)cc1	i
Cc1ccc(S(=O)(=O)NCCn2c(C(F)(F)F)nc3cccnc32)cc1C	i

Following part
smiles	FECH block
CCOc1ccc(C(=O)Nc2cccc(N3CCCS3(=O)=O)c2)cc1OCC	i
Cc1ccc(CNC(=O)CN2CCCN(Cc3cccc(C)c3)S2(=O)=O)cc1	i
CCC(=O)Nc1ccccc1-c1nnc(SC(C)C(=O)Nc2cccc(Cl)c2C)[nH]c1=O (stereo unspecified)	i
CNC(=O)c1ccc(CN2C[C@@H]3C[C@H](C2)[C@@H]2CCCC(=O)N2C3)o1	i
COc1ccc(/C=C/CN2CCN(c3nccc4ccccc34)CC2)cc1	i
Cc1ccc(CN2CCCN(c3ccccc3)CC2)o1	i
COc1ccc(-c2noc(Cn3nc(C)c(C)c3C)n2)c(OC)c1OC	i
COc1ccc(-c2cc(N3CCN(S(=O)(=O)Cc4ccccc4)CC3)ncn2)cc1	i
O=C(CN1CCN(Cc2ccccc2Cl)S1(=O)=O)NCc1ccccc1	i

Some of the compounds tested (hit frequency here may not be typical).
